Compound activity (PubChem)
N370S GC = inhibits or activates N370S mutant glucocerebrosidase | 0.092% of 330,000 active | AID 2101 | Potency, µM (top dose mostly 59.4 µM), for inactives: at the highest dose activity change, negative = inhibition, usual class: inhibitors | P04062 | N370S GC spleen homogenate, 4MU-glucoside fluorescence;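 note: 0% = full enzyme activity and -100% = no enzyme basal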
FEN1 inhibitor = inhibitors of human flap endonuclease 1. P39748. Recombinant FEN1 flap cleavage, fluorescence, 15 min. Potency, µM (highest dose often 114 µM), inactives show at the highest dose activity change, negative = inhibition, hits mostly inhibitors. 0.35% of 390,000 active; note: nearly all actives have a fitted effect of over 65% in size
Target sequence (P39748 whole entry, looked up): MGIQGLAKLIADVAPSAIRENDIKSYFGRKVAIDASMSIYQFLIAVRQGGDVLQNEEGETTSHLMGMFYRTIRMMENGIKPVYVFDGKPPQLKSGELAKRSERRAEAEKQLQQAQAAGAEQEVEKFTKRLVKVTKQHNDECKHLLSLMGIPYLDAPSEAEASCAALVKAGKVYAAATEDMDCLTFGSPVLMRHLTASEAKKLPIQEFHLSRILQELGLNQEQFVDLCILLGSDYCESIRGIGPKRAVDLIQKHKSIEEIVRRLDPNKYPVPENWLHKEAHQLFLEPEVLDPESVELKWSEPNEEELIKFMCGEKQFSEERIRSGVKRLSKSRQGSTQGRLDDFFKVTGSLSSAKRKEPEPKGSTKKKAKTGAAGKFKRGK
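Steps: FEN1 (10 nM) dispensed; compound added by pin tool; 15 min at room temperature; substrate added to 50 nM final; reads at 0 min and 15 min; data normalized and fitted (four-parameter Hill).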
TDP1 block = blocks human tyrosyl-DNA phosphodiesterase 1 | 0.28% of 350,000 active | AID 485290 | Potency, µM (top dose mostly 130 µM), inactives show top-dose activity change, negative = inhibition, actives largely listed as inhibitors | recombinant TDP1, AlphaScreen DNA substrate cleavage | Q9NUW8; note: nearly all actives have a fitted effect of over 40% in size
Target sequence (Q9NUW8 whole entry, looked up): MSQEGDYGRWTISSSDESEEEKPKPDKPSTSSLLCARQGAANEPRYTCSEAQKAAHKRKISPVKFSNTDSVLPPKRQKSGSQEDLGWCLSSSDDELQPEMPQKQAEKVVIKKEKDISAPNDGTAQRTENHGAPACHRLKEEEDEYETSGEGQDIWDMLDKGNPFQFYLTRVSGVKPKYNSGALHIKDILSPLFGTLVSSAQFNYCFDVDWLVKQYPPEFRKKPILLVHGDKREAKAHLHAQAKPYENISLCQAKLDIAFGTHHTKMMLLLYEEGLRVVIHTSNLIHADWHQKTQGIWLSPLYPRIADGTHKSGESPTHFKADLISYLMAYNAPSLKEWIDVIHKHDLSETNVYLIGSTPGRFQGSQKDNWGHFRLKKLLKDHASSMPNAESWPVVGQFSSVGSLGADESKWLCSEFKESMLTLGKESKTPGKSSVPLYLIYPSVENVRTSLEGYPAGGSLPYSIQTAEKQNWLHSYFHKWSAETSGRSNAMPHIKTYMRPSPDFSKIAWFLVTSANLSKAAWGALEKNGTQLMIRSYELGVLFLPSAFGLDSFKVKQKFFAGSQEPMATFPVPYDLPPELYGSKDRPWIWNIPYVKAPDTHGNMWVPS
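Recombinant E. coli-expressed Tdp1 (1 nM) preincubated with compound 15 min at RT, then 5'-biotin/3'-phosphotyrosine-FITC DNA substrate (15 nM) added for 5 min. AlphaScreen beads (10 ug/ml) added, 10 min RT; tyrosine-FITC cleavage read as signal loss.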
Active calls of the source: *; ? = inconclusive; nt = no result given; [ ] = remark or other dose. Calls come from the whole dose curve; as a rule, active = well fitted curve in the direction sought with a large enough effect; inconclusive = small, poorly fitted or top-dose-only effect, or another doubt; inactive = no such curve, though single readings can be large; an effect the other way counts as inactive or inconclusive. Unless noted, % is set by controls: 0 for no effect and ±100 for the full control effect; potency is the fitted concentration of half-maximal effect.

1	CCOc1ccc(-c2noc(CCC(=O)NCC3CCCO3)n2)cc1OC (configuration not stated)
2	COCc1cc(=O)n2[nH]c(C(C)(C)C)cc2n1
3	Cc1ccc(C(=O)O)cc1NC(=S)NC(=O)c1ccc([N+](=O)[O-])cc1Cl
4	Fc1c(F)c(C(F)(F)F)c(F)c(F)c1N1CCN(c2ccc3nnc(C(F)(F)F)n3n2)CC1
5	O=C(c1cc(-c2ccccc2)nc2ccccc12)N1CCc2ccccc2C1
6	O=C1CC(c2ccc(S(=O)(=O)NCCOc3ccccc3)cc2)CN1 (configuration not stated)

Screen / compound no. | 1 | 2 | 3 | 4 | 5 | 6
N370S GC | -4% | -2% | 8% | 1% | nt | 4%
FEN1 inhibitor | 6% | 0% | -1% | 1% | -23% | 1%
TDP1 block | -3%[0.0935 µM] | -7% | 0% | -1% | 0% | 3%

7	CCn1c(CN2CCOCC2)nnc1SCC(=O)Nc1cccc(C)c1
8	O=Cc1cc(Br)c(OC(=O)N2CCOCC2)c(Br)c1
9	O=C1C(=O)N(CCN2CCOCC2)C(c2cccc(Cl)c2)/C1=C(/O)c1ccc2c(c1)OCO2 (configuration not stated)
10	Cc1cc(C)c2c(=O)cc(C(=O)NCCc3ccc(S(N)(=O)=O)cc3)oc2c1
11	COc1cccc2oc3cc(C#CC4(O)CCCCC4)ccc3c(=O)c12
12	COC(=O)C(Cc1cnc[nH]1)NC(=O)C1CCC(=O)N1 (configuration not stated)

Screen / compound no. | 7 | 8 | 9 | 10 | 11 | 12
N370S GC | -2% | -6% | -9% | nt | -16% | -16%
FEN1 inhibitor | -2% | -1% | -14% | 4% | -1% | -15%
TDP1 block | 2% | nt | 6% | 5% | nt | 4%

13	CS(=O)(=O)N(CC(=O)N1CCOCC1)c1cccc([N+](=O)[O-])c1
14	COc1cc(OC)c2c(C)cc(=O)oc2c1
15	CC(=O)Nc1cccc(NC(=O)CSc2nn3c(=O)c(C)nnc3s2)c1
16	COc1cccc(C(=O)O/N=C(\C)c2cnccn2)c1
17	O=C(c1ccc(-c2nc3ccccc3s2)o1)N1CCN(c2ccccc2O)CC1
18	Cc1occc1C(=O)NNC(=O)c1ccc(F)cc1

Screen / compound no. | 13 | 14 | 15 | 16 | 17 | 18
N370S GC | -4% | 21% | 9% | 2% | 3% | 9%
FEN1 inhibitor | -5% | -3% | -13% | -11% | 4% | 0%
TDP1 block | 0% | nt | nt | 3% | 7% | 4%

5 compounds already listed, arranged by SMILES length, ascending:
14	COc1cc(OC)c2c(C)cc(=O)oc2c1
18	Cc1occc1C(=O)NNC(=O)c1ccc(F)cc1
16	COc1cccc(C(=O)O/N=C(\C)c2cnccn2)c1
11	COc1cccc2oc3cc(C#CC4(O)CCCCC4)ccc3c(=O)c12
13	CS(=O)(=O)N(CC(=O)N1CCOCC1)c1cccc([N+](=O)[O-])c1

Screen / compound no. | 14 | 18 | 16 | 11 | 13
N370S GC | 21% | 9% | 2% | -16% | -4%
FEN1 inhibitor | -3% | 0% | -11% | -1% | -5%
TDP1 block | nt | 4% | 3% | nt | 0%

Going on with the list:
19	CC(=O)NCc1ccc(S(=O)(=O)N2CCN(c3ccccn3)CC2)cc1
20	Cc1cc(C)n(-c2ccc(C(=O)OCC(=O)Nc3ccc(S(=O)(=O)N4CCCCC4)cc3)cc2)n1
21	COc1ccc(OC)c(N/C=C2/CCCCC2=O)c1
22	COC(=O)C(C)Sc1nnc(SC(C)C(=O)OC)s1 (configuration not stated)
23	Cc1cccc(C(=O)NC2CCN(CC(=O)Nc3ccc4c(c3)OCO4)CC2)c1
24	CCc1nnc(NC(=O)C(c2ccccc2)c2ccccc2)s1

Screen / compound no. | 19 | 20 | 21 | 22 | 23 | 24
N370S GC | -17% | -4% | 15% | 5% | 0% | 1%
FEN1 inhibitor | 3% | -11% | 13% | 8% | -6% | 2%
TDP1 block | 0% | 10% | 7% | 7% | -5% | nt

25	S=C(NCCc1ccccn1)Nc1ccc(Cl)cc1Cl
26	CC(O)CNCCOc1ccccc1OCc1ccccc1 (configuration not stated)
27	CCc1nn2c(N3CCOCC3)cc(C)nc2c1-c1ccc(F)cc1
28	Cc1ccc(S(=O)(=O)NCc2ccccc2)cc1C(=O)NCC(C)(C)N1CCOCC1
29	COC(OC)[C@@H](C)[C@H](OC)[C@@H](C)[C@H](OC)c1ccccc1
30	COc1cccc(NC(=O)CSc2nc3ccccc3c(=O)n2C)c1

Screen / compound no. | 25 | 26 | 27 | 28 | 29 | 30
N370S GC | -7% | -9% | 11% | -7% | 13%[12.8 µM] | ?
FEN1 inhibitor | 0% | -2% | -1% | -7% | nt | 8%
TDP1 block | 8% | nt | -7% | nt | -2%[21 µM] | 2%

31	O=C(N/C(=C\c1ccc(Br)cc1)c1nc2ccccc2[nH]1)c1ccco1
32	COc1nnc(-c2ccc(C)c(S(N)(=O)=O)c2)c2ccccc12
33	CCOc1ccc(NC(=O)c2cn(-c3ccc(OCC)cc3)c(=O)c3cc(OC)c(OC)cc23)cc1
34	O=C(NNC(=O)C1CCN(c2ncccn2)CC1)c1ccncc1
35	CC(C)(C)C1CCc2[nH]c3ccccc3c(=O)c2C1 (configuration not stated)
36	COc1ccccc1CCNC(=O)c1cccn1-c1nnc(N2CCCCC2)s1

Screen / compound no. | 31 | 32 | 33 | 34 | 35 | 36
N370S GC | -4% | -4% | 2% | 8% | 20% | nt
FEN1 inhibitor | 3% | 1% | -17% | 17% | -7% | -4%
TDP1 block | -2% | nt | 1% | 9% | 4% | 5%

Sorted by value in N370S GC (low to high): some entries from above.
| # | structure | N370S GC |
| --- | --- | --- |
| 31 | O=C(N/C(=C\c1ccc(Br)cc1)c1nc2ccccc2[nH]1)c1ccco1 | -4% |
| 33 | CCOc1ccc(NC(=O)c2cn(-c3ccc(OCC)cc3)c(=O)c3cc(OC)c(OC)cc23)cc1 | 2% |
| 35 | CC(C)(C)C1CCc2[nH]c3ccccc3c(=O)c2C1 (configuration not stated) | 20% |

Following part:
37	CCNC(=S)N1CCN(c2ccccn2)CC1
38	COc1ccc(S(=O)(=O)N(C)CC(=O)N2CCC(C(N)=O)CC2)cc1Cl
39	CCOc1ccc(NC(=O)CN(C)CC(=O)NC2CCCc3ccccc32)cc1OCC (configuration not stated)
40	COCC(C)n1c(SCC(=O)Nc2cc(C)on2)nc2ccccc2c1=O (configuration not stated)
41	CCN(CC)CCN(Cc1cc2ccc(C)c(C)c2[nH]c1=O)C(=S)NCc1ccco1
42	CSc1ncc(CN2CCc3c([nH]c4ccccc34)C2c2cccc(O)c2)cn1 (configuration not stated)

Screen / compound no. | 37 | 38 | 39 | 40 | 41 | 42
N370S GC | -2% | 1% | 1% | 6% | -13% | 14%
FEN1 inhibitor | 13% | -6% | 2% | 6% | -15% | -24%
TDP1 block | 0% | 7% | 8% | -3% | 0% | 7%

43	N#C/C(=N\Nc1ccc(Cl)cc1)C(=N)N1CCCCC1
44	Cc1ccc(C)c(N2CCN(c3nc4ccccc4c4nc(CCn5nc(C)cc5C)nn34)CC2)c1
45	CCCCCCCCCCCCCCC/C=C/[C@@H](O)[C@H](NC(=O)CCCCCCCCCCCCC)OC (tested in a mixture with another compound)
46	CN(CCOc1ccccc1)C(=O)CCc1c[nH]c2ccccc12
47	O=C(C[C@@H]1C/C=C\C[C@H](NC(=O)OCC2c3ccccc3-c3ccccc32)C(=O)OC[C@H]2CCCN2C1=O)N[C@@H](CO)Cc1ccccc1
48	NC(=S)Nc1nc2ccccc2s1

Screen / compound no. | 43 | 44 | 45 | 46 | 47 | 48
N370S GC | 8% | nt | 4% | 10% | nt | 4%
FEN1 inhibitor | -2% | 19% | nt | 7% | 2% | -2%
TDP1 block | -6% | -3% | 11% | nt | 3% | 6%

Two records picked at random from the list so far, as already listed:
48	NC(=S)Nc1nc2ccccc2s1
45	CCCCCCCCCCCCCCC/C=C/[C@@H](O)[C@H](NC(=O)CCCCCCCCCCCCC)OC (tested in a mixture with another compound)

Screen / compound no. | 48 | 45
N370S GC | 4% | 4%
FEN1 inhibitor | -2% | nt
TDP1 block | 6% | 11%

(next part)
49	Cc1cccc(Nc2nc3c(c(=O)n(C)c(=O)n3C)n2Cc2ccccc2)c1
50	CCn1nnnc1SCC(=O)Nc1cc(C)on1
51	CC(=O)NC(CC(C)C)C(=O)NC(=O)NCc1ccccc1 (configuration not stated)
52	Cc1csc(CNc2ncnc3ccc(-c4ccccc4Cl)cc23)c1
53	CO[C@H]1COC(=O)[C@@H](C)NC(=O)C/C=C\[C@@H](C)[C@H](OC)COC(=O)C/C=C\[C@@H]1C
54	COc1cc2cc(C)c3nnc(SCC(=O)Nc4cc(C)on4)n3c2cc1OC

Screen / compound no. | 49 | 50 | 51 | 52 | 53 | 54
N370S GC | 0% | -1% | 19% | 10% | 2%[12.8 µM] | 10%
FEN1 inhibitor | 10% | 6% | 8% | -22% | nt | 15%
TDP1 block | 6% | 6%[56.1 µM] | 6% | 2% | 7%[21 µM] | 5%

Quoted from the listing:
#43 @ N370S GC = 8%
#28 @ FEN1 inhibitor = -7%

Going on with the list.
55	O=C(CSCc1ccc(Cl)cc1)NCc1ccccn1
56	COc1ccc(C(C(=O)NC(C)(C)C)N(C(=O)CCC(=O)Nc2cc(C)on2)c2cccc(F)c2)cc1 (configuration not stated)
57	OC(c1ccc(Cl)cc1)C(O)c1nc2ccccc2[nH]1 (configuration not stated)
58	CCOc1ccc(-c2nnc(-c3ccco3)o2)cc1OCC
59	CCCCNC(=O)c1ccc2c(c1)NC(=O)C(CS(=O)(=O)Cc1ccc(F)cc1Cl)N2 (configuration not stated)
60	CCc1ccc(NC(=S)N(Cc2cccnc2)Cc2ccco2)cc1

Screen / compound no. | 55 | 56 | 57 | 58 | 59 | 60
N370S GC | -2% | -11% | ? | -5% | nt | -9%
FEN1 inhibitor | 19% | 8% | -4% | -7% | 11% | -1%
TDP1 block | 6% | nt | 2% | 4% | 3% | 4%

61	O=C(NN=C(c1ccccc1)c1ccccn1)c1ccccc1
62	COc1ccc(C2c3cc(OC)c(OC)cc3CCN2C(=O)c2ccccc2)cc1OC (configuration not stated)
63	CN(Cc1ccccc1)C(=O)CCCn1c(=O)[nH]c2cc(Cl)ccc2c1=O
64	O=C(Nc1ccccc1C(=O)O)c1ccc(NC(=O)c2ccc(Br)o2)cc1
65	O=C(CN1C(=O)NC2(CCCC2)C1=O)OCC(=O)c1cccc(Cl)c1
66	CCn1cc2nc(SCc3cccc(C(F)(F)F)c3)n(CCc3ccccc3)c(=O)c2n1

Screen / compound no. | 61 | 62 | 63 | 64 | 65 | 66
N370S GC | nt | -7% | 22% | 3% | 0% | nt
FEN1 inhibitor | 6% | 3% | -2% | -6% | -4% | ?
TDP1 block | 3% | nt | 4% | 2% | -6% | 3%

67	CC1(C)CC(=O)C(C(C2=C(O)CC(C)(C)CC2=O)c2ccc(Cl)c([N+](=O)[O-])c2)C(=O)C1 (configuration not stated)
68	CCN(Cc1ccccc1)C(=O)Cn1c(=O)n(-c2cccc(C)c2)c(=O)c2c1c1cc(C)ccc1n2C
69	O=[N+]([O-])c1ccc(CNc2cccc(F)c2)s1
70	COc1cc(OC)cc(-c2c(-c3cccs3)c3cc(-c4ccc5c(c4)OCO5)ccc3n2C)c1
71	COc1ccc(CCNc2ccc(C(CC(N)=O)NC(=O)c3cc(OC)ccc3OC)cc2[N+](=O)[O-])cc1 (configuration not stated)
72	COc1cccc(-c2cn3c(n2)sc2cc(C(=O)NC4CCCCC4)ccc23)c1

Screen / compound no. | 67 | 68 | 69 | 70 | 71 | 72
N370S GC | 14% | nt | 3% | nt | 0% | nt
FEN1 inhibitor | 8% | 6% | -12% | -2% | 6% | -4%
TDP1 block | -7% | 6% | nt | 0% | nt | 1%

73	COc1cccc(CNS(=O)(=O)c2ccc3c(c2)CCN3C(=O)C2CC2)c1
74	COc1ccc(N2CCN(C(=O)C3CCN(C(=O)c4cccc(Cl)c4)CC3)CC2)cc1
75	O=C(NNC(=S)NC(=O)c1cccs1)c1ccc(O)cc1
76	CC(C)OCCCNC(=O)c1c2c(nc3ccccc13)C(=O)N(C1CCCCC1)C2
77	CN(CC(=O)Nc1cccc(F)c1)C(=O)Cn1c(=O)cnc2ccccc21
78	CCOc1ccc(S(=O)(=O)Nc2cccc(C(=O)NCC(c3ccc(OC)cc3)N3CCOCC3)c2)cc1 (configuration not stated)
79	O=C(Nc1ccc(Cl)cc1Cl)c1csc(-c2cccnc2)n1

Screen / compound no. | 73 | 74 | 75 | 76 | 77 | 78 | 79
N370S GC | 3% | -4% | -29% | nt | 1% | -17% | 25%
FEN1 inhibitor | 1% | -1% | -5% | -4% | -3% | -1% | -14%
TDP1 block | 8% | 1% | 11% | 10% | nt | 4% | nt
